Screening results deposited in PubChem BioAssay by National Center for Advancing Translational Sciences (NCATS).
LmPK inhibitor = qHTS Assay for Inhibitors of Leishmania Mexicana Pyruvate Kinase (LmPK); Q27686; purified LmPK, Kinase-Glo ATP luminescence, 1 h; Potency, µM (top dose mostly 57.5 µM), for inactives: at the top dose activity change, negative = inhibition, most hits filed as inhibitors; 290,000 compounds, 0.37% hits; AID 1721, 2009; also: potency is read from the fitted curve at half-maximal effect; % is scaled to controls: 0 for no effect and ±100 for the full control effect
Target sequence (Q27686 whole entry, looked up): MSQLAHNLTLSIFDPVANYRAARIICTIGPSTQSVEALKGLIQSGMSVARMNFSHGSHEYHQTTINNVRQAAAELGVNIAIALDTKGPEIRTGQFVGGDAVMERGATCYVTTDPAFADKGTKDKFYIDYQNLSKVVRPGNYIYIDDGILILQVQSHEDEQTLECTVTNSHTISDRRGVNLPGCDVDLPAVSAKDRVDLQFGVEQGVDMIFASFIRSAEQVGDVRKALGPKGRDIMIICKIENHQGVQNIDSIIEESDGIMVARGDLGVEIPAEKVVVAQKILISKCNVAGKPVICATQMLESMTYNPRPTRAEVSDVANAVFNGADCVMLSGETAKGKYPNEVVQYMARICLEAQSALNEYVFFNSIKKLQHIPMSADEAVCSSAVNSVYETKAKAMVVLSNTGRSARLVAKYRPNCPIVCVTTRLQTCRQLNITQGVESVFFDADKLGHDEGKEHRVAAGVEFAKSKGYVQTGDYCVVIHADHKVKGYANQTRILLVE
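Kinase-Glo luminescence read after 1 h RT reaction of 0.1 nM LmPK with 0.5 mM PEP and 0.1 mM ADP. Activity scaled between uninhibited and enzyme-free controls.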
Pf growth 48h = Primary qHTS for delayed death inhibitors of the malarial parasite plastid, 48 hour incubation; 310,000 compounds, 5.9% hits; AID 504832, 2011; Potency, µM (doses to about 28.7 µM), for the others: top-dose activity change, negative = inhibition, hits mostly inhibitors; P. falciparum luciferase growth in erythrocytes, 48 h; also: potency is read from the fitted curve at half-maximal effect; % is scaled to controls: 0 for no effect and ±100 for the full control effect
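Luminescence readout; reporter = integrated firefly luciferase in P. falciparum. RBC culture at 2% hematocrit, 0.1% parasitemia final, 37 C/5% CO2; decreased signal taken as growth inhibition.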
CHX counter = Cycloheximide Counterscreen for Small Molecule Inhibitors of Shiga Toxin | cell reporter, cycloheximide protein synthesis inhibition counterscreen | max response, % | 300,000 compounds, 12% hits; in the data active = max response mostly above about 13%, no sharp cut-off; inactive = mostly below about 14%; also: read at 38.3 µM for the half of the compounds with a filed dose; 0% is about no effect
Shiga toxin inh = A qHTS for Small Molecule Inhibitors of Shiga Toxin; Vero cells, Shiga toxin protein synthesis inhibition reporter; inhibition, % at 38.7 µM; 290,000 compounds, 9.2% hits; AID 2315, 2010; in the data active = inhibition mostly above about 28%, no sharp cut-off; inactive = mostly below about 43%; also: 0% is about no effect
Pf growth 96h = Primary qHTS for delayed death inhibitors of the malarial parasite plastid, 96 hour incubation | P. falciparum luciferase reporter growth, 96 h | Potency, µM (series often up to 28.7 µM), for inactives: top-dose activity change, negative = inhibition, actives largely listed as inhibitors | 320,000 compounds, 6.9% hits; also: potency is read from the fitted curve at half-maximal effect; % is scaled to controls: 0 for no effect and ±100 for the full control effect
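Luminescence readout: decreased luciferase signal marks inhibited growth of reporter-expressing P. falciparum in infected red cells (2% hematocrit, 0.05% parasitemia final), exposed to compound two generations (96 h, 37 C, 5% CO2).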
AmpC inh no detg = qHTS Inhibitors of AmpC Beta-Lactamase (assay without detergent) | 330,000 compounds, 0.52% hits | AID 485341, 2010 | AmpC nitrocefin hydrolysis, absorbance 480 nm, 0.0001% Triton | Potency, µM (highest dose often 57.1 µM), for inactives: at the highest dose activity change, negative = inhibition, usual class: inhibitors | P00811;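 also: potency is read from the fitted curve at half-maximal effect; plate controls were no compound for no effect and no enzyme for full effect; nearly all actives have a fitted effect of over 20% in size; some results filed as inactive show a strong effect at the top dose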
Target sequence (P00811 whole entry, looked up): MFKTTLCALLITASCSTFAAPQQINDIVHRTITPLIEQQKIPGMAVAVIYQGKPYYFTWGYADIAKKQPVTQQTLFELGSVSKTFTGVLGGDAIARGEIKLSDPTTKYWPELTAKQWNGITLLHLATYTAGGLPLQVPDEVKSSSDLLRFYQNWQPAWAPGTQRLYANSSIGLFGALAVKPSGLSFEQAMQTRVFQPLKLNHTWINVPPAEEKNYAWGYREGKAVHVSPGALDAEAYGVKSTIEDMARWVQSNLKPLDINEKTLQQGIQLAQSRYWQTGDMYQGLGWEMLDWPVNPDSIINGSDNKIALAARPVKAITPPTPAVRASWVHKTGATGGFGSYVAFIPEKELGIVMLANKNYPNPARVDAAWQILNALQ
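AmpC (5.3 nM in the dispensed reagent) in 20 mM phosphate pH 7.0 with 0.01% (detergent screen) or 0.0001% Triton X-100 was preincubated with compounds for 15 min at room temperature. Nitrocefin was then added from an 800 uM solution, and hydrolysis was followed at 480 nm.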
TbPYK inhibitor = qHTS of Trypanosoma Brucei Inhibitors; pyruvate kinase (Trypanosoma brucei), Q57TT1; TbPYK enzyme, Kinase-Glo Plus ATP luminescence, 45 min; Potency, µM (titrated, usually from 76.8 µM), for inactives: at the highest dose activity, negative = inhibition, most hits filed as inhibitors; 410,000 compounds, 0.12% hits; AID 624173, 2012; also: potency is read from the fitted curve at half-maximal effect; % is scaled to controls: 0 for no effect and ±100 for the full control effect; nearly all actives have a fitted effect of over 50% in size
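Quantitative HTS: titrated library compounds versus trypanosomal pyruvate kinase in TEA buffer (pH 7.2) containing KCl, MgCl2, BSA and Tween-20. Reactions were initiated with ADP, 130 uM final. Kinase-Glo Plus luminescence was read after 45 min at RT.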
An asterisk follows results filed as active; ? = inconclusive; / = no result given; & = joins results of further samples; [ ] = dose if it differs, or a comment. Unless noted, calls follow the shape of the dose curve; as a rule, active = well fitted curve in the direction sought with a large enough effect; inconclusive = small, poorly fitted or top-dose-only effect, or another doubt; inactive = no such curve, though single readings can be large; an effect the other way counts as inactive or inconclusive.

SMILES	AmpC inh no detg	LmPK inhibitor	Pf growth 96h	Pf growth 48h	CHX counter	TbPYK inhibitor	Shiga toxin inh
CS(=O)(=O)N(CC(=O)Nc1ccc(S(=O)(=O)N2CCCC2)cc1)c1ccccc1	-17%	-1%	?	-2%	-1	1%	-10
CCOC(=O)COc1ccc(C(=O)Nc2cccc(Cl)c2C)cc1	-7%	1%	-28%	-4%	-1	9%	-4
Cc1ccc2oc(=O)c3cc(C(=O)NCCCN4CCN(C)CC4)sc3c2c1	-11%	0%	-10%	6%	-4	6%	-5
CC(C)(C)c1nc(SCC(=O)Nc2ccc3c(c2)OCCO3)c2ccccc2n1	-21%	3%	?	?	1	1%	-11
COC(=O)C(NC(=O)c1ccccc1C(=O)O)c1ccc2ccccc2c1 (centres undefined)	-33%	2%	-6%	36%[activator]	-1	-10%	-14
COc1ccc(NC(=O)c2cc(-c3ccc(C)o3)nc3ccccc23)cc1OC	63%[activator]	-22%	/	-69%	38*	?	80*
Cc1cc(NC(=O)CSc2nnc(-c3ccncc3)n2C)n(-c2ccccc2)n1	-10%	0%	12%	2%	-3	-2%	-16
CN(C)S(=O)(=O)c1cccc(C(=O)NCC(=O)NC2CCN(Cc3ccccc3)CC2)c1	5%	2%	0%	2%	-7	5%	-5
Cc1cc2[nH]ncc2cc1NC(N)=S	-12%	4%	?	/	-3	-8%	-12
COc1ccccc1/C(C)=N/Oc1cc(N)cc([N+](=O)[O-])c1	-29%	/	57%[activator]	33%[activator]	/	-3%	/
Cc1cc(N)ccc1N1CCCC1	16%	-12%	0.41µM*	0.47µM*	-1	6%	8
CCCNC(=O)NC(=O)CSc1nnc(-c2ccncc2)n1CC	-10%	2%	-10%	-2%	-5	-14%	-17
O=C(Cc1ccc(Cl)cc1)Nc1cccc(C(=O)Nc2ccccc2C(=O)O)c1	-22%	-9%	5%	-2%	1	-4%	-2
O=C(Cc1csc(N2CCOCC2)n1)N/N=C/c1ccc(Cl)cc1Cl	34%	7%	?	/	2	1%	-15
Cc1ccc2nc(-c3cccnc3)cc(C(=O)Nc3ccc(F)cc3C)c2c1	-7%	0%	-16%	?	-1	-4%	7
O=C(C(=O)N1CCCC1)c1c[nH]c2ccccc12	-12%	-5%	1%	32%[activator]	-2	6%	1
CCOc1ccc(CN(C)C(C)C(=O)NCc2ccccc2)cc1 (centres undefined)	25%	-1%	-5%	-4%	-2	4%	9
O=C(NCCSc1ccccc1)c1ccc(Br)cc1	12%[2.29 µM]	-8%	?	221%[activator]	48*	-7%	81*
COc1cccc(NCc2cc(=O)oc3cc(-c4ccccc4)c(O)cc23)c1	-48%	-3%	?	?	27*	-5%	62*
CCc1ccccc1NC(=S)N1CCNC(=O)C1CC(=O)OC (centres undefined)	-26%	5%	15%	13%	-2	-25%	-9

Record cards, as listed above.
Results for COc1cccc(NCc2cc(=O)oc3cc(-c4ccccc4)c(O)cc23)c1 = AmpC inh no detg: -48%; LmPK inhibitor: -3%; Pf growth 96h: ?; Pf growth 48h: ?; CHX counter: 27*; TbPYK inhibitor: -5%; Shiga toxin inh: 62*
Results for COc1ccccc1/C(C)=N/Oc1cc(N)cc([N+](=O)[O-])c1 = AmpC inh no detg: -29%; LmPK inhibitor: /; Pf growth 96h: 57%[activator]; Pf growth 48h: 33%[activator]; CHX counter: /; TbPYK inhibitor: -3%; Shiga toxin inh: /

Other entries:
SMILES	AmpC inh no detg	LmPK inhibitor	Pf growth 96h	Pf growth 48h	CHX counter	TbPYK inhibitor	Shiga toxin inh
COc1ccc2[nH]c(C(=O)O)c(NS(=O)(=O)c3ccc(F)cc3)c2c1	-14%	5%	16%	24%	-4	-6%	2
Cc1cc(C(=O)COC(=O)c2n[nH]c(=O)c3ccccc23)c(C)n1C	-16%	/	8%	80%[activator]	/	3%	/
O=C(NCc1ccccn1)C(=O)N/N=C/c1ccc2c(c1)OCO2	-15%	-12%	4.7µM*	20%	16	-1%	50*
CCN(CC(=O)NC(=O)NCc1ccccc1)Cc1nc2ccccc2c(=O)[nH]1	-4%	7%	?	?	-3	-4%	-16
Cc1cc(C)cc(NC(=S)NCc2ccc(F)cc2)c1	-32%	1%	13%	-27%	-3	2%	5
Cc1ccc(-n2cc(CN3CCN(Cc4nccn4C)CC3)c(-c3cccc(C)c3)n2)cc1	227%[activator]	6%	?	?	1	4%	25
Cc1ccc(SCC(=O)OCC(=O)NCCNC(=O)COC(=O)CSc2ccc(C)c(C)c2)cc1C	127%[activator]	/	13%	-22%	/	-4%	/
COc1ccccc1/C=C/C=N/n1c(-c2ccc(F)cc2)n[nH]c1=S	-49%	2%	-16%	?	-2	?	-4
CCN(C(=O)Cn1cnc2ccccc2c1=O)C1CCS(=O)(=O)C1 (centres undefined)	-7%	/	-11%	6%	/	-3%	/
NC(=O)C1(S(=O)(=O)c2ccccc2)CCCCC1	-5%	1%	-5%	-9%	2	-5%	-15
CCn1c(SCC(=O)NC(C)C)nnc1-c1cccs1	-2%	-1%	/	8%	3	-4%	16
N#CCCn1cc(C(=O)Nc2ccc([N+](=O)[O-])cc2)c(-c2ccc3c(c2)OCCO3)n1	-36%	4%	?	?	8	2%	17
Cc1cccc(C(C)C)c1NC(=O)COC(=O)CNS(=O)(=O)c1ccccc1	-10%	/	22%	?	/	10%	/
Cc1cc(OCc2cc(C(=O)N(C)CCOc3ccccc3)no2)cc(C)c1Cl	22%	1%	-15%	8%	-2	3%	-5
CCOc1ccc(N2C(=O)C(Cl)=C(Nc3ccccc3O)C2=O)cc1	-45%	1%	59%[activator]	/	37*	-7%	97*
CC(C)CSc1nc(N2CCOCC2)c2c(c1C#N)CC(C)(C)SC2	-6%	3%	?	9.3µM*	0	-3%	-11
COc1cc(NC(=S)N(C)C)c(OC)cc1Cl	-6%	3%	25%	-10%	-2	8%	-22
COc1ccc2nc(NC(=O)C3CCN(C(=O)c4ccc(F)cc4)CC3)sc2c1	103%[activator]	-10%	9.3µM*	?	9	-2%	24
COc1ccc(C[C@H](N)C(=O)N[C@H]2[C@@H](O)[C@H](n3cnc4c(N(C)C)ncnc43)O[C@@H]2CO)cc1	-11%	/	0.17µM*	0.1µM*	/	-4%	/
CCc1ccc(N2CC(C(=O)NC3CCCCC3C)CC2=O)cc1 (centres undefined)	-2%	8%	38%[activator]	-19%	2	-21%	-6

3 successive entries from above, for reference:
SMILES	AmpC inh no detg	LmPK inhibitor	Pf growth 96h	Pf growth 48h	CHX counter	TbPYK inhibitor	Shiga toxin inh
Cc1ccc(-n2cc(CN3CCN(Cc4nccn4C)CC3)c(-c3cccc(C)c3)n2)cc1	227%[activator]	6%	?	?	1	4%	25
Cc1ccc(SCC(=O)OCC(=O)NCCNC(=O)COC(=O)CSc2ccc(C)c(C)c2)cc1C	127%[activator]	/	13%	-22%	/	-4%	/
COc1ccccc1/C=C/C=N/n1c(-c2ccc(F)cc2)n[nH]c1=S	-49%	2%	-16%	?	-2	?	-4

Next part.
SMILES	AmpC inh no detg	LmPK inhibitor	Pf growth 96h	Pf growth 48h	CHX counter	TbPYK inhibitor	Shiga toxin inh
COC(=O)c1c(NC(=O)CCCOc2ccc(C)cc2)sc2c1C(C(=O)OC)CC2 (centres undefined)	/	/	/	/	15	-23%	-4
CC1(C)CC(=O)c2c(oc3ccc(NS(=O)(=O)c4cccc5cccnc45)cc23)C1	-2%	0%	108%[activator]	-8%	10	10%	16
CCc1ccc2nc3n[nH]c(N)c3cc2c1	-7%	-15%	371%[activator]	295%[activator]	45*	-4%	75*
O=C(c1cncc(Br)c1)N1CCN(S(=O)(=O)c2ccccc2C(F)(F)F)CC1	121%[activator]	-4%	-8%	-3%	-5	-4%	-7
O=C(CCC(=O)N1CCN(c2ccccn2)CC1)Nc1nnc(C2CCCCC2)s1	-2%	2%	-90%	-5%	4	13%	1
COc1ccccc1OCc1ccc(C(=O)NCc2cccnc2)o1	-11%	3%	0%	-1%	-2	-10%	-9
N#Cc1c(N)oc(-c2ccco2)c1-c1ccco1	-30%	4%	-2%	11%	1	-12%	-4
CCCCc1nnc(NC(=O)c2oc3ccc(OC)cc3c2C)s1	70%[activator]	/	21%	24%	/	-3%	/
CN(CC(=O)Nc1cccc(F)c1)C(=O)CCSc1ccc(F)cc1	-9%	/	?	?	/	0%	/
CC(=O)N/C(=C/c1cccnc1)C(=O)Nc1ccc(Cl)cc1	-4%	/	93%[activator]	-6%	/	0%	/
COc1ccc(Cl)cc1NC(=O)CN(C)C(=O)c1n[nH]c2ccccc12	-13%	/	19%	-5%	/	4%	/
CCN(c1ccccc1)S(=O)(=O)c1ccc(OC)c(N=N/C(C(=O)Nc2ccccc2)=C(/C)O)c1	-8%	19%	52%[activator]	?	5	5%	-7
Cc1ccc(N2CCN(c3ccc(NCc4nc5ccccc5n4C)cc3)CC2)cc1	-41%	-1%	5.2µM*	13µM*	1	-14%	25
Brc1cccc(-c2nc3cccnc3nc2-c2cccc(Br)c2)c1	4%	-3%	?	0%	1	1%	/
CCN(CC)C(=O)c1[nH]cnc1C(=O)Nc1ccon1	-9%	/	-16%	39%[activator]	/	-7%	/
COc1ccc(CN2CCN(Cc3ccccc3F)CC2)cc1OC	-5%	1%	0%	6%	-1	17%	-4
Cc1nn(-c2cc(Cl)ccc2Cl)c(C)c1C(=O)O	-18%	0%	38%[activator]	-17%[5.75 µM]	6	5%	5
COc1cc(/C=C2\C(=O)NN(c3ccccc3)C2=O)cc([N+](=O)[O-])c1O	-26%	9%	15%	7%	-4	-22%	12
O=C(O)C(O)c1ccccc1 (centres undefined)	-14%&-10%	2%	14%&25%	0%&-3%	0&-2&-9	-5%&0%&-1%	5&13&5
COc1ccc(Nc2nnc(C)c3ccccc23)cc1C(N)=O	-15%	-2%	/	47%[activator]	1	-1%	-5
